# Screening data: PubChem, several laboratories
# Rac1 wt modul: modulators of human Rac1 wildtype GTP binding | P63000 | GST-Rac1 beads, fluorescent GTP binding, flow cytometry; actives lie on both sides; 0 = cold GTP competed, 100 = untreated | GTP binding activity (% of control), % at 10 µM | 190,000 tested, 0.27% active;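 active = GTP binding activity at least 20 points away from the 100% control level, either lower or higher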
# Pf gamet viab: inhibitors of late stage P. falciparum gametocyte viability. AID 743093. inhibition, % at 10.9 µM. 150,000 tested, 0.065% active. P. falciparum stage V gametocytes, ATP luminescence, 24 h;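 active = inhibition above the mean plus 3 SD of compounds within the control limits, set per campaign, cut at about 38% in these data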;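 also: 0% = DMSO wells and 100% = medium only without gametocytes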
# Mcl-1 Bim block: disrupts Bim peptide binding to human Mcl-1; Q07820; Bead-based flow cytometry, Bim peptide-Mcl-1 binding; inhibition, % at 10 µM; 190,000 tested, 0.1% active; AID 1009; in the data active = inhibition above about 40%;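 also: 0% = no compound tracer wells and 100% = peptide blocker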
# Target sequence (Q07820 whole entry, looked up): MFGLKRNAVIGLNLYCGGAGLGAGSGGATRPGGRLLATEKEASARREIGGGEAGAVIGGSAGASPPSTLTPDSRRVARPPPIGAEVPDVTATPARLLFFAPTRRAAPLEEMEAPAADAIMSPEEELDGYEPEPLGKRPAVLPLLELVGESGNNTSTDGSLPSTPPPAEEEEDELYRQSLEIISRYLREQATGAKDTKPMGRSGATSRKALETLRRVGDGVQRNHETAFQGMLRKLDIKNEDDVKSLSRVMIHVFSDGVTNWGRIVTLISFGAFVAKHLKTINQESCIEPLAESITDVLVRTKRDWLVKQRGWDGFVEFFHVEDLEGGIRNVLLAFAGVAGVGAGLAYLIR
# Mcl1 Noxa PPI: Mcl-1/Noxa interaction inhibition. Q07820. TR-FRET Mcl-1/Noxa peptide binding, 2 h. inhibition, % at 21.7 µM. 220,000 tested, 1.5% active. AID 1022;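 active = compounds that cut the protein-peptide binding signal by more than 50% relative to plate controls in a single-dose test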;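 also: His-tagged Mcl-1 with rhodamine Noxa BH3 peptide and terbium anti-His antibody; 0% = Mcl-1 plus Noxa peptide wells and 100% = peptide-only wells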
# Mcl1-Bid inh: Mcl-1/Bid interaction inhibition; Q07820; TR-FRET Mcl-1/Bid-Dy647 peptide binding, 1536-well; inhibition, % at 21.7 µM; 220,000 tested, 0.97% active;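 active = compounds that cut the binding signal by more than half at the single screening dose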;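 also: His-tagged Mcl-1 with europium anti-His antibody binding Bid BH3 peptide; 0% = Mcl-1 plus peptide wells and 100% = peptide-only wells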
# Rab7 wt modul: modulators of GTP binding to dog Rab7 wildtype GTPase. GST-Rab7 beads, fluorescent GTP binding, flow cytometry; actives lie on both sides; untreated = 100%, excess cold GTP = 0%. 190,000 tested, 0.055% active. GTP binding activity (percent of control), % at 10 µM;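 active = fluorescent GTP binding to Rab7 beads changed by at least 20 points from the 100% baseline, either direction, mostly lower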;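 also: median green fluorescence of bound Bodipy-FL-GTP per Rab7 bead population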
# HRas wt GTP: human HRas wildtype GTP binding, change in either direction. P01112. GST-Ras wt beads, Bodipy-FL-GTP binding, flow cytometry; actives lie on both sides. GTP binding activity, % at 10 µM. 190,000 tested, 0.14% active. AID 759;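 active = GTP binding activity at least 20% away from the 100% baseline, either lowered as inhibitor or raised as activator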;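 also: 0% = unlabeled GTP competition control and 100% = no-compound control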
# Target sequence (P01112 whole entry, looked up): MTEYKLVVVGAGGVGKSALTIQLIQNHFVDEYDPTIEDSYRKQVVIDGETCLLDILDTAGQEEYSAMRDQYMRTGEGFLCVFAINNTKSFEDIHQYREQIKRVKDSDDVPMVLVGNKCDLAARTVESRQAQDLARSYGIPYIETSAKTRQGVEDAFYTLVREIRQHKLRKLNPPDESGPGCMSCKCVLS
# Cdc42 wt GTP: changes GTP binding to wildtype human Cdc42; P60953; GST-Cdc42 beads, Bodipy-GTP binding, flow cytometry; actives lie on both sides; percent activity (GTP binding), % at 10 µM; 190,000 tested, 0.2% active; AID 761;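 active = percent activity GTP binding at least 20 points away from the 100% baseline, either down as inhibitor or up as activator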;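 also: median bead fluorescence of bound Bodipy-FL-GTP at 100 nM; 0% = excess unlabeled GTP control and 100% = no compound control; below 100% means less GTP binding so inhibitor and above means activator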
# Target sequence (P60953 whole entry, looked up): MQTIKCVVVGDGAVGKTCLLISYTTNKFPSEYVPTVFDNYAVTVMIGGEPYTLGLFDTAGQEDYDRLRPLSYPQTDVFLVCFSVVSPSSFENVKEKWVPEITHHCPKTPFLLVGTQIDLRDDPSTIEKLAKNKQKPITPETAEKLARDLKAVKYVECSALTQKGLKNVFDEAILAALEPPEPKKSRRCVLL
# Rac1 mut GTP: alters GTP binding to activated mutant human Rac1; P63000; GST-Rac1 activated beads, fluorescent GTP binding, flow cytometry; actives lie on both sides; 100% means binding = to untreated wells; percent activity (GTP binding), % at 10 µM; 190,000 tested, 0.11% active; AID 764;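 active = GTP binding at least 20 percentage points away from the 100% baseline, in either direction, so actives lie on both sides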
# RGS8-Gao: human RGS8-Galphao interaction regulation. multiplexed bead flow cytometry, RGS8-Galphao binding; actives lie on both sides. 220,000 tested, 0.34% active. response (percent of control binding), % at 10 µM. P09471; in the data active = response below about 60% or above about 140%; inactive = in between;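 also: Galphao activated as the GDP aluminium fluoride complex binding bead-coupled RGS8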
# Rab2A wt mod: changes GTP binding to wildtype dog Rab2A, up or down; AID 760; P61105; GST-Rab2 wt beads, Bodipy-GTP binding, flow cytometry; 190,000 tested, 0.19% active; GTP binding activity, % at 10 µM;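 active = GTP binding activity at least 20 points away from 100%, either lowered or raised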;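 also: 0% = beads with excess unlabeled GTP and 100% = no-compound control corrected for plate trend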
# * marks the source's active call; other numbers are inactive results; / = no result given.
SMILES,Rac1 wt modul,Pf gamet viab,Mcl-1 Bim block,Mcl1 Noxa PPI,Mcl1-Bid inh,Rab7 wt modul,HRas wt GTP,Cdc42 wt GTP,Rac1 mut GTP,RGS8-Gao,Rab2A wt mod
COc1cc(C)nn1-c1ccc(Cl)cc1,99,-3,0,14,-2,100,98,99,97,100,99
N#CC1=C2SCN(Cc3ccccc3)CN2C(=O)CC1c1cccs1 (stereo not given),98,/,-10,29,-22,97,97,100,98,92,101
COc1ccc(C(=O)C2CCN(C(=O)c3ccco3)CC2)cc1,104,-3,-164,5,-27,99,103,104,102,99,100
C=CCn1c(SCC(=O)N2CCCCC2)nc(O)cc1=O,96,-25,-2,6,-57,100,99,99,98,102,100
O=C(c1ccc(F)cc1)N1CCN(c2ccc([N+](=O)[O-])c(N3CCOCC3)c2)CC1,104,/,-2,8,-46,97,102,102,102,103,102
Cc1ccc(N=Cc2sc(O)c3ccccc23)c(C)c1,101,-13,-1,15,-63,100,102,101,100,100,101
COc1ccc(C(CC(=O)N2CCOCC2)C(C)C)cc1 (stereo not given),103,3,-1,7,0,98,100,104,99,117,102
CC(=NCC1CCCO1)C1=C(O)CC(C)(C)CC1=O (stereo not given),101,/,-4,5,-12,101,101,100,98,100,99
COc1ccc(N2C(=O)c3cccc4cc(Br)cc(c34)C2=O)cc1,102,0,0,-5,-32,103,100,99,99,101,99
CCCN(CCC)S(=O)(=O)c1ccc(C(=O)N2CCCc3ccccc32)cc1,105,7,-1,21,-1,96,101,102,103,100,99
Cc1ccc(C2C(C(=O)c3cc4ccccc4o3)=C(O)C(=O)N2CCN2CCOCC2)o1 (stereo not given),93,1,-2,21,51*,93,95,96,93,98,95
CCC(C(=O)OCC(=O)Nc1cccc(OC)c1)c1ccccc1 (stereo not given),101,-8,-1,4,-5,96,95,93,99,104,95
Cc1nnc(SCC(=O)N/N=C/c2cn(-c3ccccc3)nc2-c2ccc(F)cc2)n1-c1ccccc1,104,23,-2,-13,-8,97,101,102,99,100,100
COc1cc(/C=C2/NC(=O)N(Cc3ccccc3F)C2=O)cc(OC)c1OC,101,-2,-3,4,-31,97,100,96,95,103,98
Cc1nc2cc(NC(=O)NCc3ccco3)ccc2o1,100,/,0,9,-13,101,100,102,99,100,100
CC1(C)C(c2cccs2)=NC(c2ccccc2)N1O (stereo not given),98,/,1,-4,-23,100,98,98,97,93,97
CC(=O)OC(C(=O)NCc1ccc(F)cc1)c1ccccn1 (stereo not given),103,/,-4,-7,-12,99,99,99,94,99,96
CCOc1cc(/C=C2/COc3ccccc3C2=O)ccc1OCC(=O)N(C)C,97,-18,4,-8,-48,99,96,94,95,104,99
CCc1cc(C(=O)Cc2cnn(-c3ccccc3)c2)c(O)cc1O,96,14,-2,4,5,94,95,94,94,100,93
Cc1cccc(C(=O)Nc2nnc(-c3cccnc3)o2)c1,100,9,1,8,-2,92,94,99,97,97,96
CCc1cc2c(=O)nc3n(c2s1)Cc1ccccc1/C3=C(/O)c1ccccc1Cl,109,14,2,13,-1,99,101,100,99,99,98
O=C(CCc1ccc(Oc2cc([N+](=O)[O-])cc([N+](=O)[O-])c2)cc1)N1CCCCC1,91,/,0,3,11,91,93,90,89,104,93
COc1ccc(C(=O)Nc2cccc(-c3nc4ncccc4o3)c2C)cc1,97,/,-2,10,6,99,98,95,96,101,97
O=C(CC(NC(=O)c1ccccc1Cl)c1ccccc1)NC1=NCCS1 (stereo not given),101,/,-1,9,1,104,97,94,94,102,99
COC(=O)c1ccc(NC(=O)CNCc2ccncc2)cc1,110,0,/,28,23,105,104,104,105,102,102
O=C(NCC1CCCO1)[C@@H]1CSC2c3ccccc3C(=O)N21 (stereo not given in full),102,/,1,17,-9,100,101,103,100,100,101
COc1cccc(C(=O)Nc2cccc(NC(C)=O)c2)c1,98,7,-3,2,-36,98,100,103,97,99,98
O=C(Nc1ccc(Cl)cc1)N1CCOC12CCC1(CC2)OCCO1,100,-6,0,10,-29,95,97,99,94,99,98
OC(CN1CCOCC1)c1ccc(F)cc1 (stereo not given),100,6,-2,18,15,107,99,98,97,100,98
CCc1ccccc1NC(=S)N(Cc1ccc(OC)cc1)CC1CCC(C(=O)O)CC1 (stereo not given),106,13,0,17,-35,98,99,97,93,110,98
O=C(C1CCCN(S(=O)(=O)c2cccc3nsnc23)C1)N1CCc2ccccc2C1 (stereo not given),103,7,3,8,-31,104,102,103,99,104,101
Cc1[nH]n(-c2nc(-c3ccccc3F)cc(=O)[nH]2)c(=O)c1CCO,91,12,-1,-7,-51,98,95,93,91,98,94
CCCOC(=O)Nc1c(C)cccc1C(C)C,101,23,-3,10,-24,107,99,98,96,100,99
Cc1ccc2c(c1)C(=O)C(=O)N2CCCOc1ccccc1,98,-17,0,-1,-7,97,97,99,95,99,97
COc1cccc(NC(=O)Nc2nnc(-c3ccccc3SCc3ccccc3)s2)c1,109,14,4,20,-27,106,104,106,103,105,104
O=C(c1nc2nc(-c3ccccc3)cc(C(F)(F)F)n2n1)N1CCOCC1,104,/,0,-5,6,101,102,105,97,102,99
COc1cc(/C=C/C(=O)O)cc(S(=O)(=O)NCc2ccc3c(c2)OCO3)c1OC,102,-2,2,6,4,100,97,100,100,102,99
CN(C[C@H](Cc1ccccc1)N(CCN(CCc1ccccc1)N=O)N=O)N=O,98,12,0,3,3,106,99,98,96,97,97
Cc1ccc(/C=C/C(=O)NCc2cccs2)cc1,101,-1,-6,6,-8,97,99,98,101,100,99
O=C(COc1ccc2ccccc2c1)NNC(=O)[C@@H]1CCCC[C@@H]1C(=O)O,97,-5,0,14,36,98,99,98,94,100,97
CCSc1nnc(NC(=O)C2CCN(S(=O)(=O)c3cc(C(F)(F)F)ccc3Cl)CC2)s1,106,-33,-1,4,-2,99,96,102,97,95,97
Cc1nn(CCc2nn[nH]n2)c2nc(-c3ccc(Br)cc3)cc(C(F)(F)F)c12,97,/,0,-7,-20,102,96,93,90,106,93
Cc1ccc(S(=O)(=O)N(C)C)cc1NC(=O)c1ccccc1Br,98,-3,-2,-11,-9,93,98,98,99,99,100
CC(=O)c1ccc(-c2ccc(C(=O)N3CCCc4ccccc43)o2)cc1,97,2,-3,18,-1,96,94,92,94,106,92
COc1ccc(CCNC(=O)Cc2cc(=O)[nH]c(=O)[nH]2)cc1OC,107,/,0,-4,-16,105,103,104,100,98,102
Cc1ccc(CNC(=O)CSc2nc3ccccc3c(=O)n2CCCO)cc1,104,/,8,5,-16,97,103,107,101,106,107
CC(C)(C)NC(=O)COc1ccc(CNCCc2ccccc2)cc1,99,8,0,13,-15,105,101,95,97,103,99
CC1CCN(C(=O)COc2ncnc3ccccc23)CC1,101,-10,-6,5,-4,98,98,102,95,92,97
COc1cccc(CNC(=O)C2CCN(S(=O)(=O)c3c(C)nn(C)c3C)CC2)c1,103,/,-7,-16,-21,98,102,97,99,106,98
O=c1[nH]c(N2CCOCC2)nc2ncn(Cc3ccccc3)c12,103,-1,-2,-6,-26,102,106,105,101,102,107
# Continuation.
SMILES,Rac1 wt modul,Pf gamet viab,Mcl-1 Bim block,Mcl1 Noxa PPI,Mcl1-Bid inh,Rab7 wt modul,HRas wt GTP,Cdc42 wt GTP,Rac1 mut GTP,RGS8-Gao,Rab2A wt mod
O=C(N/N=C/c1ccc(O)c(O)c1O)/C(=C/c1ccc([N+](=O)[O-])cc1)NC(=O)c1ccccc1,99,40*,5,87*,-101,97,100,100,99,68,100
CCCCn1c(-c2sccc2C)n[nH]c1=S,98,16,-2,21,-50,102,98,91,93,101,95
O=C1C(=O)N(Cc2ccccc2)C(=O)N1CCOc1ccccc1,89,-3,3,-2,-37,90,88,88,88,58*,91
CCO/C=C1\C(=O)N(c2ccccc2)C(=O)c2ccccc21,96,/,-1,35,-31,97,97,97,94,100,98
O=C(CC1CCCC1)OCn1nnc2ccccc2c1=O,105,/,-1,13,5,99,101,97,97,107,99
Cc1cc(NC(=O)CSc2nnc(C)c(=O)[nH]2)no1,104,/,-1,-8,-6,101,100,102,99,101,99
O=C(CC1C(=O)NCCN1Cc1ccccc1C(F)(F)F)NCCc1ccccn1 (stereo not given),98,11,-1,-7,-15,97,96,98,96,102,96
CCN(CC)c1ccc(C(=O)N/N=C(\C)c2ccc(O)cc2)cc1,104,13,-2,14,-64,98,101,99,99,101,97
C=CCNC(=O)CCc1nnc(C2(c3ccc(Cl)cc3)CCC2)o1,103,-9,2,10,-25,102,100,100,98,101,100
COc1cc(NS(=O)(=O)c2ccc(Nc3nc(-c4ccccc4)cs3)cc2)nc(OC)n1,73*,-2,0,41,-13,80,79*,71*,82,103,77*
C=CCNc1nc(NCCN2CCOCC2)nc(OC)n1,99,-7,2,-2,-28,100,99,100,97,98,97
CCOC(=O)c1ccc2c(c1)n(CC)c(/C=C/Nc1ccccc1)[n+]2CC,100,/,1,12,-36,104,102,100,99,102,105
COc1ccc2nc3oc(C(=O)N4CCN(c5cccc(C(F)(F)F)c5)CC4)cc3cc2c1,98,13,-4,5,-37,92,96,96,93,100,91
CCc1ccc(OCC(=O)N/N=C/c2ccc(OS(=O)(=O)c3ccc(C)cc3)c(OC)c2)cc1,101,-2,-2,-2,4,98,96,100,99,101,97
Cc1ccc(/C=C/C2=NN(Cc3ccccc3)C(=O)CC2)cc1,100,5,0,-5,-37,97,97,99,98,99,96
COC(=O)c1ccccc1NC(=O)CS(=O)(=O)Cc1nc(-c2ccc(C)cc2)oc1C,94,/,-3,14,5,96,92,95,96,103,96
CC(C)(C)SCCNC(=O)c1ccc(NS(C)(=O)=O)cc1,94,/,1,4,-3,95,92,92,96,85,93
COc1ccc(-c2cc(-c3n[nH]c(=S)n3-c3cccc4ccccc34)[nH]n2)cc1,87,-6,-2,2,-59,92,88,89,86,96,88
COc1ccc(CNC(=O)c2cc(-n3cnnc3)ccc2Cl)cc1,100,13,-2,2,-31,100,101,100,97,99,98
CCOC(=O)c1oc2ccc(CNC3CCCCC3)c(Cl)c2c1C,106,/,-1,37,49,102,104,101,103,100,103

# Gathered by group: the compounds so far containing bromine.
SMILES,Rac1 wt modul,Pf gamet viab,Mcl-1 Bim block,Mcl1 Noxa PPI,Mcl1-Bid inh,Rab7 wt modul,HRas wt GTP,Cdc42 wt GTP,Rac1 mut GTP,RGS8-Gao,Rab2A wt mod
COc1ccc(N2C(=O)c3cccc4cc(Br)cc(c34)C2=O)cc1,102,0,0,-5,-32,103,100,99,99,101,99
Cc1nn(CCc2nn[nH]n2)c2nc(-c3ccc(Br)cc3)cc(C(F)(F)F)c12,97,/,0,-7,-20,102,96,93,90,106,93
Cc1ccc(S(=O)(=O)N(C)C)cc1NC(=O)c1ccccc1Br,98,-3,-2,-11,-9,93,98,98,99,99,100

# Outcome played no part in choosing rows; 2.9% or so of the library scored in one or more.
